High-throughput results deposited in PubChem by National Center for Advancing Translational Sciences (NCATS).
HT1080NT lethal: qHTS for induction of synthetic lethality in tumor cells producing 2HG: qHTS for the HT-1080-NT fibrosarcoma cell line; HT-1080-NT fibrosarcoma viability, CellTiter-Glo ATP luminescence, 48 h; Potency, µM (titrated, usually from 46.1 µM), inactives show at the top dose activity, negative = less viability, most hits filed as cytotoxic; actives 1.6% (n = 360,000);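 note: NT is the 2HG producing partner of a matched IDH1 knockdown line; potency is the fitted concentration of half-maximal effect; 0% = DMSO-treated cells and -100% = media-only wells without cells; nearly all actives have a fitted effect of over 55% in size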
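Read-out is CellTiter-Glo luminescence after 10 minutes at room temperature, following 48 hours' compound treatment of HT-1080-NT cells (750 cells/well, RPMI, 5% FBS, 37 degrees C).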
ATXN2 expr inh: Primary qHTS for Inhibitors of ATXN expression. HEK-293 ATXN2-luciferase reporter, luminescence, 24 h. Potency, µM (series often up to 57 µM), inactives show at the highest dose activity change, negative = inhibition, hits mostly inhibitors. actives 0.72% (n = 360,000); note: potency is the fitted concentration of half-maximal effect; % is set by controls: 0 for no effect and ±100 for the full control effect; nearly all actives have a fitted effect of over 55% in size
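qHTS (up to 57 uM final) was run with 24 h compound exposure of reporter cells at 37 °C. Each well was multiplexed: SteadyGlo luminescence measured ATXN2-luciferase expression after a fluorogenic Gly-Phe-AFC viability readout (25 uM final).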
KB-3-1 cytotox: qHTS assay for MDR1-selective chemotherapeutics: Primary screen using the parental adenocarcinoma cell KB-3-1 | KB-3-1 viability, CellTiter-Glo ATP luminescence, 72 h | Potency, µM (doses to about 46.1 µM), without a hit: at the highest dose activity change, negative = cytotoxic, usual class: cytotoxic | actives 1.4% (n = 400,000); note: potency is the fitted concentration of half-maximal effect; % is set by controls: 0 for no effect and ±100 for the full control effect; nearly all actives have a fitted effect of over 60% in size
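Parental KB-3-1 adenocarcinoma cells in phenol-red-free DMEM with 10% FBS were pin-treated with compounds at several concentrations, incubated 72 h at 37 °C, and viability read by CellTiter-Glo luminescence; concentration-effect curves were fitted after normalization.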
ATXN viability: Viability Counterscreen for Primary qHTS for Inhibitors of ATXN expression; S2 cells (HEK-293 line with an ATXN2-luciferase reporter) viability, CellTiter-Fluor protease fluorescence, 24 h; Potency, µM (highest dose often 56.7 µM), usual class: cytotoxic; actives 0.49% (n = 400,000); AID 651635, 2014; note: potency is the fitted concentration of half-maximal effect; nearly all actives have a fitted effect of over 40% in size
SW480 rerep: A quantitative high throughput screen for small molecules that induce DNA re-replication in SW480 colon adenocarcinoma cells. Potency, µM (doses to about 46.1 µM), for inactives: at the top dose re-replication activation, hits mostly activators. actives 1.8% (n = 340,000). SW480 DNA re-replication, Hoechst DNA content imaging, 48 h; note: potency is the fitted concentration of half-maximal effect; % of control where 0% means no effect; nearly all actives have a fitted effect of over 55% in size
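Readout is total intensity of Hoechst-stained nuclei, excited at 405 nm and collected at 500-530 nm. Compound treatment lasted 48 hr at 37 C in 5% CO2 before staining.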
IL1B secr inh: qHTS for Inhibitors of Inflammasome Signaling: IL-1-beta AlphaLISA Primary Screen; THP-1 LPS/ATP IL-1B secretion, AlphaLISA, 16 h; active compounds read low; activity change, % at 57.5 µM; actives 4.7% (n = 360,000); in the data active = activity change below about -50%; inconclusive = mostly about -30% to -49%; note: % is set by controls: 0 for no effect and ±100 for the full control effect
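THP-1 cells pretreated 1 hr with compounds (up to 57.5 uM final), then stimulated with LPS (250 ng/mL final) plus ATP (1.25 mM final); secreted IL-1B measured by AlphaLISA after 16 hr, decreased signal indicating inhibition.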
HepG2 tox: qHTS for Inhibitors of TGF-b: Cytotox Counterscreen. HepG2 CAGA-GFP viability, ATP luminescence, 18 h. Potency, µM (titrated, usually from 46.1 µM), inactives show at the top dose activity change, negative = cytotoxicity, most hits filed as cytotoxic. actives 0.76% (n = 410,000). AID 588856, 2011; note: potency is the fitted concentration of half-maximal effect; some results filed as inactive show a strong effect at the top dose
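HepG2 CAGA-GFP cells (1000/well, DMEM with 1% FBS) received compound, then TGF-beta at 500 pg/mL final, and were incubated 18 hours at 37 degrees C. Viability was read by CellTiter-Glo luminescence. Media-only wells were set as complete cell-killing and DMSO as no toxicity.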
HT1080 IDH1KD tx: qHTS for induction of synthetic lethality in tumor cells producing 2HG: qHTS for the HT-1080-IDH1KD cell line; HT-1080 IDH1 knockdown viability, ATP luminescence, 48 h; Potency, µM (series often up to 46.1 µM), for inactives: at the top dose activity, negative = toxicity, most hits filed as cytotoxic; actives 2% (n = 360,000);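 note: potency is the fitted concentration of half-maximal effect; 0% = DMSO wells and -100% = cell-free medium wells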
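Assay cells: HT-1080 with IDH1 knockdown, 750 per well, RPMI/5% FBS. Exposure: 48 h at 37 °C following 2 h pre-incubation. Read: CellTiter-Glo luminescence; fitted concentration-response, curve class assigned.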
MCF10A rereplic: A quantitative high throughput screen for small molecules that induce DNA re-replication in MCF 10a normal breast cells; MCF 10A DNA re-replication, Hoechst nuclear intensity, 48 h; Potency, µM (doses to about 46.1 µM), for the others: at the top dose activity, positive = re-replication, actives largely listed as activators; actives 2.9% (n = 350,000); note: potency is the fitted concentration of half-maximal effect; % of control where 0% means no effect; nearly all actives have a fitted effect of over 50% in size
* marks the source's active call; other numbers are inactive results; i = inactive; ? = inconclusive; / = not tested or not shown; [ ] = dose if it differs, or a comment. Unless noted, calls come from the whole dose curve; as a rule, active = well fitted curve in the direction sought with a large enough effect; inconclusive = small, poorly fitted or top-dose-only effect, or another doubt; inactive = no such curve, though single readings can be large; an effect the other way counts as inactive or inconclusive.

Below each compound: HepG2 tox	IL1B secr inh	HT1080NT lethal	ATXN2 expr inh	SW480 rerep	KB-3-1 cytotox	ATXN viability	HT1080 IDH1KD tx	MCF10A rereplic
> CCOC(=O)C1CCCN(C(=O)c2ccccc2SCCOC)C1 (configuration not stated)
→ 3.0%	4.7	14.1%	-2.8%	?	0.0%	i	-5.6%[9.24 µM]	20.6µM*
> COc1ccc(CC(=O)NCC2CCCN(Cc3cc(OC)cc(OC)c3)C2)cc1 (configuration not stated)
→ -35.8%	-50.4*	1.2%	-3.3%	2.0%	1.7%	i	-0.9%	11.0%
> Cc1ccnc(NC(=O)CSc2cc(=O)n(C)c3ccccc23)c1
→ -44.1%	7.5	20.8%	?	26.5%	?	i	7.2%	?
> CCOC(=O)C1=CCC2C(=O)N(Cc3ccccc3)C(=O)C12 (configuration not stated)
→ -11.7%	3.1	9.5%	7.8%	/	0.0%	i	16.5%	/
> Cc1nn(-c2ccccc2)c(C)c1NC(=O)COC(=O)c1cc(Cl)ccc1O
→ -21.7%	9.5	0.1%	2.4%	-2.6%	9.0%	i	1.6%	11.2%
> CCOCCCNC(=O)C(c1ccccc1)N(Cc1ccc2c(c1)OCO2)C(=O)c1ccc(NC(C)=O)cc1 (configuration not stated)
→ -79.9%	/	/	7.7%	/	8.0%	i	/	/
> Cc1noc(NS(=O)(=O)c2ccc(NC(=O)c3cc(S(=O)(=O)N(C)c4ccccc4)ccc3Cl)cc2)c1C
→ -4.4%	7.0	-2.9%	/	-31.1%[inhibitor]	4.4%	i	1.0%	-2.0%
> Cn1ccnc1Sc1nc2ccccc2nc1NS(=O)(=O)c1ccccc1
→ -26.9%	-0.6	-7.0%	1.6%	7.3%	0.5%	i	14.4%	22.2%
> CCC(O)C1CCN(C(=O)c2cc(COc3ccc(F)cc3F)on2)CC1 (configuration not stated)
→ 0.1%	-7.3	3.9%	/	-8.3%	2.6%	i	-0.8%	-1.7%
> CCCCc1ccc(NC(=S)N2CCN(C)CC2)cc1
→ -9.4%	-15.8	-1.1%	/	-8.4%	-7.1%	i	-0.9%	-0.5%
> COc1ccc([N+](=O)[O-])cc1NC(=O)C(C)c1ccccc1 (configuration not stated)
→ 0.7%	14.2	-8.7%	-6.8%	3.3%	14.5%	i	-5.0%	?
> Cn1c(=NC(=O)C2CC2)sc2cc(F)cc(F)c21
→ -11.9%	-8.0	-0.1%	33.7%	-4.3%	-18.4%	i	-2.2%	2.3%
> CCN(CC)S(=O)(=O)c1ccc(C(=O)C(C#N)c2ccccn2)cc1 (configuration not stated)
→ 7.1%	-28.3	7.8%	-5.7%	-5.1%	5.8%	i	0.0%	11.7%
> Cc1cc(C)nc(N2CCC(C(=O)Nc3nnc(C)s3)CC2)n1
→ -3.1%	-4.1	0.4%	-0.1%	-4.3%	5.7%	?	0.2%	-1.5%
> COc1ccc(C)cc1NC(=O)CCNC(=O)Cn1cnc2ccccc2c1=O
→ 7.0%	2.3	11.7%	-2.2%	-2.1%	15.8%	i	26.3%	0.6%
> CCCCNc1nc2ccccc2n1CC(=O)Nc1ccc2c(c1)OCCO2
→ -21.7%	-13.9	-22.5%	0.7%	-11.9%	2.2%	i	?	-1.0%
> Cc1ccc(C(=O)NN2C(=O)C3C4c5ccccc5C(c5ccccc54)[C@@H]3C2=O)cc1 (some centres not stated)
→ 1.8%	15.7	4.5%	9.1%	-4.2%	25.0%	i	3.1%	6.6%
> CC1CC(C)CN(C(=O)CSc2nc(N)cc(=O)[nH]2)C1 (configuration not stated)
→ 0.4%	?	-1.6%	/	-12.2%	3.1%	i	-4.7%	3.7%
> CCOC(=O)c1cc(CC)sc1NC(=O)CSc1nc2ccccc2c(=O)n1Cc1ccco1
→ 8.1%	17.5	9.4%	-0.9%	1.4%	-1.7%	?	16.0%	1.0%
> Cn1c(CCN2CCCCC2)nc2cc(NC(=O)Nc3ccccc3)ccc21
→ -1.6%	-24.4	0.4%	0.0%	-9.3%	-1.4%	i	7.8%	0.8%
> COc1cc(/C=C2/NC(=O)N(c3cccc(Cl)c3)C2=O)ccc1O
→ -12.8%	?	?	2.1%	9.0%	-7.6%	i	?	5.4%
> CCN1C(=O)S/C(=C/c2cn(C)c3ccccc23)C1=O
→ 2.0%	-0.4	14.2%	/	?	2.7%	i	15.9%	5.3%
> COc1cccc(-n2ccnc2SCC(=O)N2CCCc3ccccc32)c1
→ 3.9%	?	4.7%	-3.1%	4.5%	12.5%	i	-9.8%	9.8%
> Cc1occc1C(=O)N(C)CC1CCCN(CCc2ccccc2F)C1 (configuration not stated)
→ -10.5%	6.7	-2.6%	-4.0%	14.2%	-12.1%	i	-0.7%	10.3%
> O=S(=O)(Nc1ccc(S(=O)(=O)N2CCCCC2)cc1)c1cccs1
→ -0.6%	9.2	1.0%	4.2%	-0.9%	3.6%	i	7.0%	?
> Cc1cc(C)c(-n2c(SCc3nc4ccccc4s3)n[nH]c2=O)c(C)c1
→ -20.0%	-94.9*	-27.5%	-27.4%	-1.0%	-13.4%	i	-21.2%	14.9%
> Cc1ccc(C)c(CN2C(=O)CSc3ccc(C(=O)NCCc4ccc(Cl)cc4)cc32)c1
→ -2.7%	/	/	9.1%	/	6.6%	?	/	/
> COc1ccc(N2CCN(C(=O)Cc3ccc(Br)cc3)CC2)cc1
→ -39.7%	-24.6	-8.0%	/	-8.1%	0.0%	i	-0.9%	7.8%
> COC(=O)c1c(C(=O)OC)c(-c2ccc(Cl)cc2)n2c1CS(=O)(=O)C2
→ -36.0%	0.7	-4.6%	-14.0%	?	-2.1%	i	-4.7%	?
> CCOC(=O)CSC1=C(C#N)C(c2ccc(C)cc2)C(C(=O)OC)C(=O)N1 (configuration not stated)
→ -1.9%	-25.5	-5.6%	4.1%	-7.6%[9.22 µM]	-13.7%	i	-2.2%	2.9%

An excerpt from above in order of their number in IL1B secr inh, low to high.
canonical_smiles | IL1B secr inh | SW480 rerep
CCN(CC)S(=O)(=O)c1ccc(C(=O)C(C#N)c2ccccn2)cc1 (configuration not stated) | -28.3 | -5.1%
COc1ccc(C)cc1NC(=O)CCNC(=O)Cn1cnc2ccccc2c1=O | 2.3 | -2.1%
CCOC(=O)C1=CCC2C(=O)N(Cc3ccccc3)C(=O)C12 (configuration not stated) | 3.1 | /

(next part)
Below each compound: HepG2 tox	IL1B secr inh	HT1080NT lethal	ATXN2 expr inh	SW480 rerep	KB-3-1 cytotox	ATXN viability	HT1080 IDH1KD tx	MCF10A rereplic
> CCCc1nc2ccc(C)cn2c1Cc1ccc(C)cc1
→ -21.7%	-4.5	?	?	/	-3.8%	25.1µM*	?	/
> CC(=O)c1c(C)[nH]c(C(=O)Nc2cc(C)ccc2C)c1C
→ -6.0%	11.1	7.7%	4.4%	-7.9%	15.9%	i	6.8%	-3.6%
> Nc1c(Cl)nc(-c2ccccc2)nc1Cl
→ 10.2%	13.5	6.3%	/	-2.6%	-25.1%	i	15.8%	5.3%
> CC(=O)N1CCN(C(=O)c2cc(C)oc2C)CC1
→ 5.2%	13.4	0.3%	-3.7%	-0.3%	4.1%	i	3.5%	?
> CCOC(=O)c1cc(S(=O)(=O)Nc2ccc(F)cc2F)cn1C
→ 0.1%	17.4	-0.5%	1.1%	4.7%	-2.5%	i	-4.3%	9.1%
> C=CCn1c(CNC(=O)c2ccco2)nnc1SCC(=O)N1c2ccccc2Sc2ccccc21
→ -8.7%	-8.6	10.2%	-6.3%	0.8%	?	i	?	5.0%
> CC(OC(=O)C1=Cc2ccccc2OC1)C(=O)NCC1CCCO1 (configuration not stated)
→ 13.9%	1.6	-8.9%	14.3%	0.3%	19.7%	i	-19.1%	20.6µM*
> CCNc1nc(NC(C)C)nc(N(C#N)C(C)C(=O)N(CC)CC)n1 (configuration not stated)
→ 1.1%	-6.6	4.1%	-1.8%	-12.6%	-2.7%	i	-8.2%	2.7%
> CC1CCCN(c2ccc(C(=O)OCn3nnc4ccccc4c3=O)cc2[N+](=O)[O-])C1 (configuration not stated)
→ 5.5%	-6.6	-0.6%	-0.6%	-2.2%	-5.5%	i	-0.4%	7.8%
> CCOc1ccc(C2=CSC3=NCCN23)cc1[N+](=O)[O-]
→ -38.5%	-14.0	2.1%	-1.6%	-3.5%	-1.6%	i	2.7%	7.7%
> O=C(NCCc1ccc(F)cc1)N1CCOCC1
→ 7.3%	6.8	9.6%	18.9%	-3.4%	5.0%	i	10.5%	-4.6%
> O=C(O)CCc1nnc(SCC(=O)Nc2ccc(Br)cc2)[nH]c1=O
→ -13.3%	18.4	-17.1%	-3.0%	18.7%	-0.5%	i	-25.1%	18.6%
> CCOc1ccc(OCc2ccc(C(=O)NN=Cc3ccc[nH]3)cc2)cc1
→ -17.4%	?	0.651µM*	?	8.6%	2.31µM*	?	?	?
> COc1ccc(Nc2nnc(SCC(=O)/C=C3/N(C)c4ccccc4C3(C)C)s2)cc1
→ -20.3%	-20.1	-14.6%	?	0.2%	?	?	?	?
> Cc1cc(N2CCN(C)CC2)nc2ccc(NC(=S)NCc3cccs3)cc12
→ -19.4%	-77.4*	18.4µM*	-4.0%	?	-0.9%	?	23.1µM*	9.2µM*
> COc1ccc2nc(N(CCN(C)C)C(=O)c3ccc4ccccc4c3)sc2c1
→ 8.2%	-23.8	1.6%	/	0.5%	1.8%	i	18.5%	-7.7%
> Cc1cc(C)nc(SCC(=O)c2cc3ccccc3oc2=O)n1
→ 9.4%	0.0	14.1%	6.3%	-4.6%	1.4%	i	13.0%	4.0%
> CCC(=O)Nc1ccc2c(c1)nc1n2CCN(CCOC)C1
→ 2.2%	5.5	-2.5%	/	?	0.8%	?	-12.9%	3.7%
